HIF activator: HIF pathway transcriptional activation. U2OS HRE-luciferase reporter, luminescence; normalized: DMSO 0%, desferrioxamine 100%. activation, % at 7.5 µM (by protocol). 300,000 compounds, 0.32% hits. AID 1910;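 active = mean activation of at least 10% of the iron chelator positive control signal, with at least half of replicates also reaching 10%; inconclusive = mean and replicate majority disagree about reaching 10%; inactive = mean and most replicates under 10%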
IEC-6 tox: IEC-6 cytotoxicity, counter-screen for KLF5 inhibitors | luminescence viability | inhibition, % at 5 µM | 290,000 compounds, 0.78% hits | AID 1825; in the data active = inhibition above about 22%;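 note: 0% = plate median of test compound wells and 100% = cytotoxic reference compound wells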
HSF-1 act: increases HSF-1 driven luciferase reporter signal; NIH3T3-HGL HSF-1 luciferase reporter, MG132, 8 h; 100% = twice DMSO control signal; activation, % at 9 µM; 300,000 compounds, 1.7% hits;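 active = mean replicate activation of at least 50% with a set share of replicates each reaching 50%; inconclusive = only one of those two conditions met; inactive = mean below 50% and too few replicates reaching it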;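 note: 0% = median of the neutral control wells and 100% = twice that signal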
HSF1 inhib: HSF1 inhibition. AID 2098. activity change, negative = inhibition, % at 7.5 µM (by protocol). 300,000 compounds, 0.77% hits. NIH3T3-HGL HSE-luciferase, MG132-induced, luminescence 8 h; stronger effect = lower value;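 active = more than half of replicate wells show activity change below -50%, luminescence cut by over half; inconclusive = some wells, but at most half, below -50%; inactive = no replicate well below -50%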;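 note: luciferase reports HSF-1 transcriptional activity via heat shock element; 0% = median of DMSO wells and -100% = zero luminescence signal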
HDAC3 inh: blocks human histone deacetylase 3 | O15379 | recombinant HDAC3, fluorogenic peptide/trypsin coupled, fluorescence | inhibition, % at 8.3 µM | 320,000 compounds, 0.15% hits | AID 2718; in the data active = inhibition above about 26%, passing the limit was not always enough; inconclusive = no clear call, values can overlap the other calls
Target sequence (O15379 whole entry, looked up): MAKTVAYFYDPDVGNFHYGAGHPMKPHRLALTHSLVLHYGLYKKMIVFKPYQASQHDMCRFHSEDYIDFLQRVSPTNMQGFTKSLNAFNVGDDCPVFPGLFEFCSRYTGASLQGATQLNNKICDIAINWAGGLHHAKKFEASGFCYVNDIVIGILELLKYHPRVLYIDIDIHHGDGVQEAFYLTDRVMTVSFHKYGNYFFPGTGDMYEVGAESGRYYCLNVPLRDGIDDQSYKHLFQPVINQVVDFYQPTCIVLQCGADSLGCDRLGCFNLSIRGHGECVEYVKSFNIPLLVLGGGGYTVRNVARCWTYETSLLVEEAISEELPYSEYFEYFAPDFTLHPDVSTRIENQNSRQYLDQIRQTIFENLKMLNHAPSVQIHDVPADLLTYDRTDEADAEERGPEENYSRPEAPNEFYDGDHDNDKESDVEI
Platelet DG rel: platelet dense granule release activity. human platelet-rich plasma, SFLLRN dense granule ATP release, luminescence. inhibition, %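 (compounds screened at 7.5 µM in platelet-rich plasma)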. 300,000 compounds, 0.22% hits. AID 1663;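 active = mean replicate score, as percent of positive control, at or above 50; inconclusive = mean below 50 but at least one replicate at or above 50; inactive = mean and every replicate below 50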
HSP90 refold inh: HSP90 refolding inhibition in rabbit reticulocyte lysate; luciferase refolding luminescence, 3 h; 290,000 compounds, 0.91% hits; inhibition, % at 5.6 µM;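 active = inhibition above the screen-wide mean plus 3 SD, computed separately per campaign, cut at about 16% in these data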;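 note: 0% = DMSO wells and 100% = 60 µM geldanamycin wells; inhibitors lower the luminescence because luciferase stays unfolded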
AI-2 QS mod: modulators of Vibrio harveyi AI-2 quorum sensing system. Vibrio harveyi JMH597 AI-2 luminescence/OD600 ratio, 9 h; stronger effect = lower value; strain lacks LuxN and CqsS sensors; 0 = neutral-control median. activity change, % at 7.5 µM. 300,000 compounds, 0.4% hits; in the data active = activity change below about -75%, passing the limit was not always enough; inconclusive = no clear call, values can overlap the other calls;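 note: luminescence divided by OD600 gain over 9 h not by final OD600 alone; inactives centre near 13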
aSyn UTR inh: 5' untranslated region of α-synuclein, MLPCN primary screen; 300,000 compounds, 0.82% hits; inhibition, % (tested at 7.5 µM); alpha-synuclein 5'UTR reporter, inhibitor activity; in the data active = inhibition above about 60%; inconclusive = no clear call, values can overlap the other calls;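 note: H4 neuroglioblastoma cells stably carrying SNCA 5'UTR luciferase fusion; 0% = DMSO wells and 100% = positive control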
KLF5 inhibitor: inhibitors of KLF5 expression. DLD-1 KLF5 promoter-luciferase reporter, luminescence. 290,000 compounds, 0.23% hits. AID 1700. inhibition, % at 5 µM;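 active = inhibition above a per-plate limit of that plate's mean compound inhibition plus 3 SD, cut at about 60% in these data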;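 note: 0% = DMSO wells and 100% = LY294002 at 200 µM; higher means less KLF5 promoter-driven luciferase light; inactives centre near -14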
* hit, by the source's call; ? = inconclusive; . = not tested or not shown.

structure	HSP90 refold inh	AI-2 QS mod	aSyn UTR inh	HSF1 inhib	KLF5 inhibitor	HSF-1 act	IEC-6 tox	HDAC3 inh	Platelet DG rel	HIF activator
Cn1c(SCC(=O)NC2(C#N)CCCCC2)nnc1-c1cccnc1	1	20	4	-7	-15	-4	-3	0	-1	-0.5
Cc1ccc(N(CC(=O)N2CCCCCC2)S(C)(=O)=O)cc1Cl	-4	14	11	-1	-13	24	-5	-4	-11	-0.2
O=S(=O)(NCc1cccnc1)c1cccn1-c1ncc(C(F)(F)F)cc1Cl	3	10	6	-4	9	-5	0	0	0	-0.2
O=C1Nc2ccc(Br)cc2C12NNc1ccccc1O2 (stereo not drawn)	-3	3	-41	5	2	12	-3	10	-4	0.0
CC(NC(=O)CNC(=O)C(Cc1ccccc1)NC(=O)OCc1ccccc1)C(N)=O (stereo not drawn)	0	14	1	-7	-28	-7	-4	-7	4	0.2
COc1ccc(-c2nc(CS(=O)CC(=O)NC3CCCCC3C)c(C)o2)cc1OC (stereo not drawn)	-4	13	7	-6	-11	-20	6	-2	7	-0.2
Cc1ccc(S(=O)(=O)N2CCN(S(=O)(=O)N3CCC(C)CC3)CC2)cc1C	0	18	6	2	-21	9	-5	-3	3	-0.1
Cc1ccc(-c2cc(C(=O)NN3CCOCC3)c3cc(Br)ccc3n2)o1	1	7	10	-30	-1	-45	-1	-5	-5	0.1
CC1(C)CC(=O)c2sc(NS(=O)(=O)c3ccc([N+](=O)[O-])cc3)nc2C1	-1	19	0	-2	-14	4	-1	?	31	0.0
O=C(Nc1cccnc1)c1ccccc1NS(=O)(=O)c1ccc(F)cc1	-2	.	-5	0	-15	4	-3	-14	7	-1.1
O=c1c(C/C=C/c2ccccc2)c(O)ccn1Cc1cccc(Cl)c1	-4	-5	21	9	-15	8	-3	-1	28	-0.5
COc1ccc(C2CC(c3cccs3)=NN2C(=O)COC(=O)c2cncc(Br)c2)cc1OC (stereo not drawn)	0	15	-1	0	-12	-6	5	8	-3	-0.6
CCOC(=O)c1ccc(NC(=O)CCc2nc(-c3cccc(C)c3)no2)cc1	-2	9	4	-1	-9	8	3	-9	15	-0.4
Cc1ccc(OCC(=O)NC(=S)Nc2ccc3c4c(cccc24)CC3)cc1	-2	12	-17	-11	-1	16	1	9	1	-0.1
Cc1nn(-c2ncc(C(F)(F)F)cc2Cl)c(=O)n1-c1ccccc1F	-3	11	-17	0	-5	-3	-3	-1	0	0.0
COc1cc2c(cc1OC)C(C)N(C(=O)c1cc3ccccc3o1)CC2 (stereo not drawn)	1	18	.	.	13	.	14	-3	1	.
C/C(=N/Oc1nc(C)cc(C)n1)c1ccc(Br)cc1	-3	19	-44	-1	-12	1	-2	1	-5	0.4
c1ccc(C2(c3ccccc3)OCC(Cn3cncn3)O2)cc1 (stereo not drawn)	-1	-1	6	-5	6	-3	3	-9	4	-0.1
CSCC[C@H](NC(=O)OC(C)(C)C)c1nnc(SCC(=O)N(C)C)o1	0	26	-7	-6	-16	-7	-1	5	1	-0.6
CN(C(=O)COC(=O)c1ccc2[nH]c3c(c2c1)CCCC3)C1CCS(=O)(=O)C1 (stereo not drawn)	8	4	8	-1	-16	10	5	-3	-5	0.1
Cc1coc2c1c(C)cc1oc(=O)c(CC(=O)N[C@@H](CC(C)C)C(=O)O)c(C)c12	2	5	-6	2	-12	9	2	-7	-1	1.0
CCn1cc(C(=O)N(CCC(C)C)c2c(N)n(Cc3ccccc3)c(=O)[nH]c2=O)c(=O)c2ccc(C)nc21	-6	26	10	0	-32	0	-1	0	2	-0.2
Cc1cccc(Cc2ncc(C(F)(F)F)cc2Cl)c1	1	17	6	-7	-37	6	-5	0	-2	-0.2
CCN(CC)C(=S)Oc1ccc(Cl)cc1Cl	0	10	19	-6	-10	-7	-2	-4	-7	-0.5
COc1ccc(O)c(/C=N/n2c(-c3ccco3)csc2=Nc2cccnc2)c1	2	6	-40	1	-5	-1	-1	0	1	0.3
COc1cccc(C(=O)/C=C/Nc2ccc(S(=O)(=O)Nc3nc(C)cc(C)n3)cc2)c1	2	18	-23	-1	-30	6	0	0	11	-0.2
O=C(N/C(=C/C=C\c1ccccc1)C(=O)N1CCOCC1)c1ccc(Br)cc1	1	8	30	3	-16	23	4	-9	-1	-0.2
COC(CNC(=S)Nc1ccc([N+](=O)[O-])cc1)OC	-1	21	-55	-4	-64	13	-8	-2	-4	1.1
N#Cc1c(C(F)(F)F)cc(-c2ccccc2)nc1SCC(=O)N1CCOCC1	-1	2	-26	-2	-9	10	-1	-4	-4	-0.1
COc1cccc(/C=C/C(=O)Nc2ccc3[nH]c(=O)[nH]c3c2)c1	3	-2	-27	-3	0	-7	0	.	-3	-0.1
S=c1[nH]nc(-c2ccccn2)n1/N=C/c1cccc2ccccc12	-3	19	9	-3	-31	-2	3	17	-4	-0.2
CCCCOC(=O)Nc1ccc2c(C)cc(=O)oc2c1	-5	19	-145	26	-165	45	-4	-65	-1	4.8
CC(C)Oc1ccc(CC2CC(=O)NC2=O)cc1 (stereo not drawn)	0	21	13	3	-9	5	0	3	-3	0.0
CN1CCN(c2ccc(NC(=O)COc3ccccc3[N+](=O)[O-])cc2)CC1	4	7	-48	-2	-12	-5	0	-5	-3	0.2
Clc1ccc(Cc2nnc(-c3ccccc3Br)o2)cc1	-5	17	-21	13	2	11	4	-1	0	0.4
CCC(C)(C)NC(=O)C(c1ccccc1F)N(Cc1ccco1)C(=O)c1csnn1 (stereo not drawn)	-1	33	9	10	-16	24	-6	-2	1	-0.3
CC(C)Cc1nnc(NC(=O)CCC(=O)N2CCN(C3CCCC3)CC2)s1	4	4	1	-9	-3	-7	5	-5	3	-0.6
Cc1nc2c3ccccc3n(CC(=O)c3ccc(F)cc3)c(=O)n2n1	-1	18	-2	-5	-22	-1	2	5	1	0.0
Cc1oc(-c2cccc(F)c2)nc1CN1CCCCC1CCc1ccccn1 (stereo not drawn)	1	-1	-12	0	-23	7	5	2	1	0.0
COc1cc(/C=N/NC(=O)c2ccc3c(c2)OCO3)ccc1O	-2	5	-2	4	-43	4	4	4	-3	1.1
Cc1oc2c(C)c3oc(=O)c(CCC(=O)N4CCC(C(=O)NCCC(=O)O)(c5ccccc5)CC4)c(C)c3cc2c1C	-2	33	-9	-5	-3	-21	0	2	-5	-0.8
C=CCOC(=O)C1=C(C)NC(=S)NC1/C=C/c1ccccc1 (stereo not drawn)	4	-16	19	9	-13	29	3	-2	-2	-0.2
CC(NC(=O)/C=C/c1ccccc1[N+](=O)[O-])C1CC2CCC1C2 (stereo not drawn)	3	7	21	-4	-9	-5	-5	12	2	-0.3
O=C(N/N=C/c1ccco1)c1cnccn1	-1	28	10	-9	-15	-10	0	5	10	-0.1
Cc1ccc(C)c(-n2c(CNC(=O)c3ccco3)nnc2SCC(=O)Nc2nccs2)c1	-3	.	.	.	-12	.	-7	-1	.	.
CCc1ccc(NC(=S)N(CCCN2CCOCC2)Cc2ccco2)cc1	1	10	-24	-14	-17	-18	0	0	9	1.5
CCOc1ccc(N2CC(C(=O)NC3=NCCS3)CC2=O)cc1 (stereo not drawn)	2	24	3	-10	-12	1	6	-1	-2	-0.6
Cc1ccc(NC(=O)CCC(=O)Nc2nnc(C3CCCCC3)s2)cc1	5	-2	-21	-2	-1	-7	2	0	-5	0.5
CN1CCN(C(=O)c2ccc3c(=O)n(CCc4ccccc4)c(=S)[nH]c3c2)CC1	-4	.	.	.	-20	.	-6	-18	.	.
O=S(=O)(NC1CCN(Cc2ccccc2)CC1)c1ccc(Cl)cc1	5	4	9	2	14	7	6	1	0	-1.1
COc1cc(-c2cc(C(=O)Nc3ccc(S(=O)(=O)Nc4ncccn4)cc3)c3ccccc3n2)cc(OC)c1OC	6	78	-3	0	16	-6	4	4	10	-1.0
COc1cc(C=O)ccc1OCCSc1ccc(Cl)cc1	-5	1	-87	27	-19	49	-8	8	1	1.1
CCOc1cc([N+](=O)[O-])c2nc(N)sc2c1	5	20	13	-3	-30	0	1	-7	0	0.6
S=c1[nH]nc(-c2ccc(Br)cc2)n1Cc1ccccc1	0	13	15	6	-5	7	3	.	-4	-0.5
CC(C)CNC(=S)NNC(=O)c1nn(C)cc1Cl	-1	15	-1	-8	17	6	-6	3	-1	0.9
COc1cc(C2NC(=O)CS2)cc(OC)c1OC (stereo not drawn)	2	24	17	1	-21	9	3	0	3	0.0

Going on with the list.
structure	HSP90 refold inh	AI-2 QS mod	aSyn UTR inh	HSF1 inhib	KLF5 inhibitor	HSF-1 act	IEC-6 tox	HDAC3 inh	Platelet DG rel	HIF activator
Cc1[nH]c2ccc(C(=O)N3CCN(c4ccccc4Cl)CC3)cc2c1C	-1	28	-5	3	2	-13	8	2	0	0.9
N#CNC(=Nc1cccc(F)c1)SCc1ccccc1F	-3	24	14	11	-14	16	-7	2	1	-0.3
CCOC(=O)c1ccc(NC(=O)CCn2c(=O)oc3ccccc32)cc1	-2	7	-3	0	-39	31	-3	-1	-1	-0.2
Cc1ccc2c(c1)COc1c3ccc(C(=O)N[C@@H](C)CO)cc3nn1-2	.	24	-154	20	.	23	.	-19	-1	3.8
CCOC(=O)c1ccc(N2C(=O)CC(NNC(=O)c3ccc(Br)s3)C2=O)cc1 (stereo not drawn)	-4	5	33	9	0	11	2	-10	-12	0.0
COc1ccc(C(NC(=O)c2c(F)c(F)c(F)c(F)c2F)c2ccccc2)cc1 (stereo not drawn)	-4	36	21	41	-7	53*	27*	8	-1	-20
